High-throughput results as filed in PubChem BioAssay.
GlmU inhibition: inhibition of mycobacterial GlmU enzyme – biochemical, glucosamine-1-phosphate acetyltransferase (AID 1376); M. tuberculosis GlmU acetyltransferase enzyme assay; higher % means a stronger effect; actives 0.25% (n = 220,000); inhibition, %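 (tested at 30 µM in the primary screen)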, or IC50 in µM where a hit was titrated; in the data active = inhibition above about 13%;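 also: 0% = complete reaction with vehicle and 100% = reaction without substrate; strong numbers were not always called active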
Mtb RmlCD inh: inhibitors of Mycobacterium tuberculosis RmlC and RmlD coupled enzymes. P9WH09+P9WH11. RmlC+RmlD coupled enzyme assay, percent inhibition; primary screen in compound mixtures. inhibition, % at 3.6 µM. actives 0.03% (n = 160,000); in the data active = inhibition mostly above about 34%, no sharp cut-off; also: some results filed as inactive read as strong as hits
Target sequence (P9WH09 whole entry, looked up): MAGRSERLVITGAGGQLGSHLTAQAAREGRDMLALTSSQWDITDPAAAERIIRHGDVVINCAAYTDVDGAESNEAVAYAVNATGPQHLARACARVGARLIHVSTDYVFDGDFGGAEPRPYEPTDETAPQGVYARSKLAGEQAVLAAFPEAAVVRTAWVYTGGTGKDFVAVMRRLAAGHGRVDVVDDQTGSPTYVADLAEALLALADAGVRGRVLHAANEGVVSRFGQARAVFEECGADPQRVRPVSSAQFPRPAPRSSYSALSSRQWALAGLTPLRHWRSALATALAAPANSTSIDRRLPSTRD
Target sequence (P9WH11 whole entry, looked up): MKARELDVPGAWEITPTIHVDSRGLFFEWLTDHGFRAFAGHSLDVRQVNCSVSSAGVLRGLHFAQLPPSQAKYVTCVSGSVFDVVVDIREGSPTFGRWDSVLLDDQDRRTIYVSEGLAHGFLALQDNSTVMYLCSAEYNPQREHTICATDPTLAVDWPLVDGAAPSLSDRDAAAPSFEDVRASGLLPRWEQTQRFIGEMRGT
* = called active by the depositor; · = not tested or not shown. The list is partial, so the mix of outcomes need not match the whole.

Value order – GlmU inhibition | Mtb RmlCD inh
1	Cn1nc(C(=O)Nc2c(-c3ccccc3)nc3sccn23)c2ccccc2c1=O
    2.9% | ·
2	O=C(CSc1ncn[nH]1)c1ccccc1
    0.0% | 0
3	CNC(=O)c1cc2cc(OC)ccc2oc1=O
    2.3% | 5
4	Cc1nn(C(=O)c2ccc([N+](=O)[O-])cc2)c(C)c1Br
    3.7% | -1
5	CC(=O)Nc1ccc(OC(=O)CC2SC(=O)NC2=O)cc1 (centres undefined)
    2.7% | ·
6	COCc1nnc(NC(=O)c2ccc(OC)cc2OC)s1
    -1.1% | ·
7	Cc1ccc(NC(=O)C2CCN(S(=O)(=O)c3cnc[nH]3)CC2)cc1C
    3.6% | -65
8	CCn1c(NCCO)nc2c(c1=O)C(C)(CC)Cc1ccccc1-2 (centres undefined)
    1.5% | 2
9	CCn1c2ccccc2c2cc(NC(=O)COc3ccccc3OC)ccc21
    -0.4% | 5
10	Cc1cc(NC(=O)CCC(=O)N(CC2CCCO2)C(C(=O)NC2CCCC2)c2ccccc2C)no1 (centres undefined)
    -7.3% | ·
11	COc1ccc(Cl)cc1NC(=O)C1COc2ccccc2O1 (centres undefined)
    -0.3% | 1
12	O=[N+]([O-])c1ccc(C[n+]2cccc3c4ccccc4ccc32)cc1
    -7.4% | 20
13	O=C(NNS(=O)(=O)c1ccc(F)cc1F)C1Cc2c(ccc3ccccc23)O1 (centres undefined)
    -11% | ·
14	O=C(O)c1ccccc1C(=O)Nc1nccs1
    4.7% | ·
15	CCOC(=O)C(CC)Sc1nnc(COc2ccc(C)cc2)n1-c1ccccc1 (centres undefined)
    1.2% | -10
16	O=C(O)c1ccc(NS(=O)(=O)c2ccc3c(c2)C(=O)c2cc(S(=O)(=O)Nc4ccc(C(=O)O)cc4)ccc2-3)cc1
    1.3% | 4
17	COc1ccc(OC)c(-n2c(-c3cccc(S(=O)(=O)N(C)C)c3)n[nH]c2=S)c1
    2.8% | 6
18	O=C1c2ccccc2C(=O)N1CCCc1nc(-c2ccncc2)no1
    -3.0% | 14
19	CCOc1ccccc1NC(=O)/C=C/C(N)=O
    9.2% | -10
20	COc1ccc(-n2c(-c3ccco3)n[nH]c2=S)cc1
    -1.6% | -5
21	Cn1c(Cc2ccccc2)[n+](C)c2ccccc21
    -2.1% | -10
22	COc1ccccc1OCC(O)Cn1c(Br)nc2c1c(=O)[nH]c(=O)n2C (centres undefined)
    14%* | -6
23	CC1CCCCN1C(=O)C1CCCCN1S(=O)(=O)c1cccc([N+](=O)[O-])c1 (centres undefined)
    4.3% | 7
24	COc1ccc(-n2nc3c(c2NC(=O)c2ccc(S(=O)(=O)N4CCOCC4)cc2)CS(=O)C3)cc1 (centres undefined)
    -2.1% | -4
25	c1ccc2c(c1)CNc1ccccc1C2
    2.1% | ·
26	CC1CCN(C(=O)Cn2cc3c(n2)CCCC3)CC1
    -0.2% | 1
27	Cc1ccc(N(C(=O)CCC(=O)Nc2cc(C)on2)C(C(=O)NC2CCCC2)c2ccccc2)cc1 (centres undefined)
    2.5% | -10
28	CC(C)O/C(=N\S(=O)(=O)c1ccc(Cl)cc1)c1ccccc1
    -1.1% | 6
29	CCOC(=O)C(c1ccccc1)C(Nc1ccccc1)c1ccccn1 (centres undefined)
    -2.7% | 13
30	CN1C(=O)c2ccc(NC(=S)NC(=O)C(C)(C)C)cc2C1=O
    -4.2% | 10
31	OCCC1CN(Cc2ccon2)CCN1Cc1ccc(F)c(F)c1 (centres undefined)
    -3.1% | -7
32	Cc1ccc(CN(Cc2ccco2)S(=O)(=O)c2ccc(S(=O)(=O)NCC3CCCO3)cc2)cc1 (centres undefined)
    3.2% | ·
33	CCC(=O)Nc1ccc(Nc2nc(C)c([N+](=O)[O-])c(Nc3ccc(NC(=O)CC)cc3)n2)cc1
    3.5% | -13
34	Cc1cc(C)cc(OCC(=O)NNC(=O)CCN2C(=O)c3ccccc3C2=O)c1
    -8.2% | 3
35	CN(C(=O)COc1ccc(S(=O)(=O)N2CCOCC2)cc1[N+](=O)[O-])C1CCS(=O)(=O)C1 (centres undefined)
    -1.0% | 8
36	O=C(O)c1ccc2c(c1Nc1ccccc1)C(=O)c1ccccc1C2=O
    0.1% | 10
37	C=CCNC(=O)NC(=O)COC(=O)COc1ccc(Br)cc1F
    -1.8% | 8
38	O=S(=O)(c1ccccc1Cl)N1CCC(O)(c2ccc3c(c2)OCO3)CC1
    4.7% | 10
39	COc1ccc2cnn(CCOc3ccccc3)c(=O)c2c1OC
    -16% | ·
40	COCCn1nnnc1C(C(C)C)N1CCN(C(=O)c2ccco2)CC1 (centres undefined)
    2.3% | ·
41	O=C(NNC(=O)C1CC1)c1ccc(-c2ccccc2)cc1
    -2.5% | -5
42	CCc1ccc(C2=NN(CCC(=O)NC(C)c3ccc4c(c3)OCCO4)C(=O)CC2)cc1 (centres undefined)
    -2.9% | -6
43	O=C1C(NS(=O)(=O)c2cccs2)=C(N2CCOCC2)C(=O)c2ccccc21
    3.8% | -4
44	Cn1c(=O)n(CCC(=O)O)c2ccccc21
    · | 5
45	Cc1ccc(NC(=O)/C=C/c2ccc(Cl)cc2)nc1
    -0.6% | -3

In the list so far, 5 contain a nitro group on carbon:
Value order – GlmU inhibition | Mtb RmlCD inh
4	Cc1nn(C(=O)c2ccc([N+](=O)[O-])cc2)c(C)c1Br
    3.7% | -1
12	O=[N+]([O-])c1ccc(C[n+]2cccc3c4ccccc4ccc32)cc1
    -7.4% | 20
23	CC1CCCCN1C(=O)C1CCCCN1S(=O)(=O)c1cccc([N+](=O)[O-])c1 (centres undefined)
    4.3% | 7
33	CCC(=O)Nc1ccc(Nc2nc(C)c([N+](=O)[O-])c(Nc3ccc(NC(=O)CC)cc3)n2)cc1
    3.5% | -13
35	CN(C(=O)COc1ccc(S(=O)(=O)N2CCOCC2)cc1[N+](=O)[O-])C1CCS(=O)(=O)C1 (centres undefined)
    -1.0% | 8

(cont.)
Value order – GlmU inhibition | Mtb RmlCD inh
46	O=C(Nc1cc(Cl)cc(Cl)c1)c1cccc(OC(F)F)c1
    1.9% | 6
47	CCNC(=O)NC(=O)C(C)OC(=O)C1CCN(S(=O)(=O)c2ccccc2C(=O)OC)CC1 (centres undefined)
    -7.2% | 11
48	O=C(CN(Cc1ccccc1Cl)C(=O)c1ccc(CN2CCOCC2)o1)NCc1ccccc1
    4.9% | ·
49	Cc1cccc(C(=O)N2c3ccccc3C(=O)OC2c2ccc3c(c2)OCO3)c1 (centres undefined)
    · | -4
50	N#CC1=C(N)NC(SCC(=O)Nc2ccccc2)=C(C#N)C12CCCC2
    3.9% | 9
51	Cc1ccc2nc(NCc3ccccc3)[nH]c2c1
    2.2% | 0
52	CCc1ccccc1NC(=O)COc1ccc2c(=O)c(Oc3cc(C)ccc3C)coc2c1
    7.8% | 0
53	Cc1nc(CC(=O)c2ccc(O)cc2O)cs1
    -1.3% | ·
54	Cc1ccccc1CN1CCc2c(OCC(=O)N3CCCCC3)cccc2C1=O
    2.1% | 1
55	O=S(=O)(Nc1ccc(-c2nc3cccnc3s2)cc1)c1ccc(Cl)s1
    3.6% | 5
56	NC(=O)C1(N2CCCCC2)CCN(C(=O)CCCn2c(=O)[nH]c3ccsc3c2=O)CC1
    5.0% | 4
57	COc1ccc2c(C(=O)CN(C)C3CCCCC3)c[nH]c2c1
    0.9% | 8
58	COCCNC(=O)CN(C(=O)c1ccc(N2CCCC2)nc1)c1ccccc1
    -5.8% | -2
59	CCOC(=O)c1cnc2cc(C)nn2c1C
    -4.0% | -9
60	CCOc1ccccc1C1CC(=O)Nc2cc3c(cc21)OCO3 (centres undefined)
    -2.8% | 2
61	Cc1onc(-c2c(Cl)cccc2Cl)c1NC(=O)NNc1ccccn1
    4.7% | -10
62	CCN1CCN(P2(=O)C=C(c3ccccc3)OC(c3ccccc3)=C2)CC1
    -2.9% | 66
63	O=C1NC(=O)C(CC(=O)N(Cc2ccco2)C2(C(=O)NC3CCCCC3)CCCCC2)N1 (centres undefined)
    -3.4% | ·
64	CC(=O)N1CN(Cc2ccccn2)Cc2c1sc1c2CCCC1
    8.6% | 3
65	COc1cccc(NC(=O)c2ccc(Cn3cc([N+](=O)[O-])cn3)o2)c1
    -4.5% | -12
66	O=C(NCc1ccco1)C(=O)NCC1OCCCN1S(=O)(=O)c1ccccc1 (centres undefined)
    -3.4% | -10
67	C/C(Cl)=C\Cn1c(O)c(N=O)c2ccccc21
    -2.7% | -2
68	CN(C)S(=O)(=O)c1ccc2nc(NC(=O)c3cccs3)sc2c1
    5.4% | -5
69	CSc1ccc(OC2CCCCC2NS(=O)(=O)c2ccccc2)cc1 (centres undefined)
    0.6% | ·
70	Cc1c(O)nc2sc3ccccc3n2c1=O
    -6.0% | 8
71	O=C1/C(=C/c2ccco2)SC(=S)N1C1CCS(=O)(=O)C1 (centres undefined)
    5.7% | 5
72	CCOc1ccc(NC(=O)CCN2CCCCC2)cc1
    7.3% | -8
73	CC(C)(C)C(=O)NCCc1nc(-c2ccccc2)no1
    -5.8% | ·
74	COc1ccc(C2/C=C\CN(CC(C)C)CC(=O)N2Cc2ccc(F)cc2)cc1 (centres undefined)
    1.9% | ·
75	CCOC(=O)N1CCN(S(=O)(=O)c2ccc(C(=O)Nc3nnc(C4CC4)o3)cc2)CC1
    8.4% | 5
76	Cc1n[nH]c(=S)n1/N=C/c1cccc(OCc2ccccc2)c1
    2.1% | 0
77	CC12CN3CCN(CC(C3)C1(O)CN1CCCCC1)C2 (centres undefined)
    -1.7% | ·
78	O=C(Nc1cccc2ccccc12)c1cnccn1
    -3.9% | 8
79	COc1cccc2c1OCC/C2=N\NC(=O)C(C)Oc1ccc([N+](=O)[O-])cc1 (centres undefined)
    3.5% | ·
80	Cc1cc(NC(=O)CSc2nnc(C3COc4ccccc4O3)n2N)no1 (centres undefined)
    · | 4
81	COc1ccccc1CN1[C@@H](CC(=O)O)c2ccccc2S1(=O)=O
    -2.3% | ·
82	CC(=O)Nc1ccc(-c2csc(Nc3cc(C)ccn3)n2)cc1
    -1.3% | 1
83	CCCCn1c(SCC(=O)Nc2ccc(OC)cc2)nc2ccc(N3CCOCC3)cc2c1=O
    2.9% | ·
84	CC(NS(=O)(=O)c1ccccc1)c1n[nH]c(=S)n1-c1ccccc1 (centres undefined)
    6.5% | 1
85	O=C(NCCNC1CCC(c2ccccc2)CC1)c1cccs1 (centres undefined)
    -5.6% | -2
86	COc1cc(C(=O)NCCC(=O)N2CCN(C)CC2)cc(OC)c1OC
    -0.5% | -10
87	COCCNC(=O)CN(C(=O)CCC(=O)Nc1cc(C)on1)c1cccc(C)c1C
    0.4% | ·
88	CN(CC1CCOCC1)C(=O)CC1C(=O)NCCN1CC1CCCCC1 (centres undefined)
    5.5% | ·
89	O=C(NNS(=O)(=O)c1ccc(Cl)cc1)c1cccs1
    -3.1% | -13
90	S=C(NCCc1ccccc1)N1CCCCC1
    -1.5% | -1
91	O=C(NCCN1CCOCC1)c1cc2ccccc2[nH]1
    -0.6% | -3
92	CCOC(=O)c1sc(NC(=O)CSC(=S)N2CCN(C)CC2)nc1C
    -6.5% | ·
93	O=C(NCc1nnc(SCC(=O)N2CCOCC2)o1)c1ccccc1F
    -1.3% | -10
94	Cc1ccc(/C=C/c2ccc(=O)n(Cc3ccc(F)cc3)n2)cc1
    -3.4% | -4
95	COc1cc2nc(CSc3ncn[nH]3)[nH]c(=O)c2cc1OC
    2.3% | ·
96	COc1cc2nc(NC(=O)c3ccc(Cl)cc3)[nH]c(=O)c2cc1OC
    2.8% | ·
97	O=C(N/N=C/c1cn(CCOc2ccccc2)c2ccccc12)c1ccncc1
    -2.4% | -7
98	NNc1nc2sc3c(c2c(=O)n1Cc1ccccc1)CCC3
    4.8% | 8
99	Cc1cc(C)cc(N(C(=O)c2cc3ccccc3oc2=O)C2C=CS(=O)(=O)C2)c1 (centres undefined)
    -1.0% | -8
100	Cc1nc2ccccc2c(=O)n1NC(=O)c1ccc([N+](=O)[O-])cc1Cl
    -2.2% | 6
101	O=C(CSc1nc(C2CCCCC2)n(-c2ccccc2)n1)NCC(F)(F)F
    -7.5% | ·
102	CCOC(=O)c1cnc(SCC(=O)NCc2ccco2)nc1N
    2.3% | ·
103	CC(C)NC(=O)CC1Nc2c3ccccc3nc(=S)n2C1=O (centres undefined)
    -1.6% | -5
104	Cc1nc(C2COc3ccccc3O2)sc1C(=O)O (centres undefined)
    -4.1% | ·
105	COc1ccc(NC(=O)CSc2nnc(COc3ccccc3)n2Cc2ccco2)cc1OC
    8.6% | ·

Another view of four compounds above:
102. CCOC(=O)c1cnc(SCC(=O)NCc2ccco2)nc1N
- GlmU inhibition: 2.3%
- Mtb RmlCD inh: ·
103. CC(C)NC(=O)CC1Nc2c3ccccc3nc(=S)n2C1=O (centres undefined)
- GlmU inhibition: -1.6%
- Mtb RmlCD inh: -5
104. Cc1nc(C2COc3ccccc3O2)sc1C(=O)O (centres undefined)
- GlmU inhibition: -4.1%
- Mtb RmlCD inh: ·
105. COc1ccc(NC(=O)CSc2nnc(COc3ccccc3)n2Cc2ccco2)cc1OC
- GlmU inhibition: 8.6%
- Mtb RmlCD inh: ·

The listing continues:
Value order – GlmU inhibition | Mtb RmlCD inh
106	CCOc1ccccc1CNC(=O)CCNC(=O)Cn1ccc2ccccc2c1=O
    4.6% | 11
107	Cc1ccc(-c2ccc(CCC(=O)O)n2-c2cccc(O)c2)cc1
    -0.1% | ·
108	CC(C)CNC1CS(=O)(=O)CC1O (centres undefined)
    7.8% | ·
109	O=C(Nc1ccc(F)cc1)c1cccc(N2C(=O)C3C4CCC(C4)C3C2=O)c1 (centres undefined)
    1.8% | -9
110	CSc1ccccc1NC(=O)Cc1ccc(Br)cc1
    0.7% | -5
111	CCC(C)N1CC23C=CC(O2)C(C(=O)OC)C3C1=O (centres undefined)
    1.8% | 5
112	O=C(NC(=S)NCc1ccccc1)c1ccc2c(c1)OCO2
    -4.1% | -8
113	COc1ccccc1CNC(=O)CSc1nc2ccccc2c(=O)n1CCCN1CCOCC1
    -2.6% | ·
114	CCn1cc(S(=O)(=O)CC(=O)Nc2ccc3c(c2)OCCO3)c2ccccc21
    1.9% | -5
